HCT116 bCat-KO – beta-catenin-lacking colon tumor cell growth suppression; HCT116 beta-catenin knockout viability, CellTiter-Glo, 60 h; stronger effect = lower value; viability, % at 10 µM; actives 1.5% (n = 140,000); AID 818;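 active = viability at or under a set limit, the compound median less 4 SD, cut at about 6% in these data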;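 also: 0% = Hyamine 1622 control at 20 µM and 100% = untreated cell control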
E-sel TNF inh – blocks E-selectin expression induced by TNF alpha | actives 0.71% (n = 120,000) | HUVEC TNFa-induced E-selectin immunofluorescence, high content | inhibition, % at 2 µM | AID 1246;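 active = inhibition above the batch mean plus 3 SD, and confirmed as a hit on visual image review, cut at about 43% in these data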;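 also: 0% = TNF-stimulated DMSO wells and 100% = unstimulated control wells; not every result past the cut was called active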
Yeast life ext – extends the lifespan of yeast. S. cerevisiae growth with nicotinamide, OD615; deaD strain in restrictive glucose medium. inhibition of the nicotinamide effect, % at 10 µM. actives 0.68% (n = 130,000);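 active = inhibition above a set limit, placed 3 SD over the median of all compounds, cut at about 26% in these data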;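 also: 0% = nicotinamide-treated wells and 100% = cells grown without nicotinamide; some compounds called inactive have numbers as strong as hits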
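Measured by: optical density (absorbance) at 615 nm; System: modified budding yeast, DeaD strain; Medium: restrictive CSMM-D dextrose medium; Timing: 4 h preincubation then 48 h treatment at 30 °C.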
GALR2 blocker – GALR2 (human) receptor antagonism; O43603; GALR2-expressing cells, antagonist mode; inhibition, % at 4 µM; actives 0.39% (n = 140,000); AID 828; in the data active = inhibition above about 27%;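 also: cells stimulated with galanin 1-16 at roughly its EC80; 0% = agonist challenge control and 100% = basal control without agonist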
Target sequence (O43603 whole entry, looked up): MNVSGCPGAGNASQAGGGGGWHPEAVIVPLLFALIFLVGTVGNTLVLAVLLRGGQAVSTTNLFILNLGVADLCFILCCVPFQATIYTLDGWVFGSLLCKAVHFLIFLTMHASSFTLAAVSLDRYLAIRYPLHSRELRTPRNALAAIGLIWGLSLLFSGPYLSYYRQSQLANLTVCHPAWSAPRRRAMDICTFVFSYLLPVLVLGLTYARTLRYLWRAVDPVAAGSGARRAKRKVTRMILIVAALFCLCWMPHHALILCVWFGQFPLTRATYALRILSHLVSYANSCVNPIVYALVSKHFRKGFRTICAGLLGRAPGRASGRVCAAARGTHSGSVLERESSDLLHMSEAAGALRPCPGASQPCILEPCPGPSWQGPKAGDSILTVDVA
MRP1 act – activates MRP-1 | actives 0.61% (n = 140,000) | H69AR cells + doxorubicin, viability rescue, CellTiter-Glo | viability increase, % at 10 µM;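 active = viability gain under doxorubicin at or above a set limit, the compound median plus 3 SD, cut at about 4.7% in these data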;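 also: MRP-1 overexpressing cells given doxorubicin 25 µM after compound pretreatment; 18-22 h compound pretreatment then 72 h with doxorubicin before readout; 0% = doxorubicin-only wells and 100% = vehicle-treated cells without doxorubicin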
HCT116 PTEN-null – growth suppressors of cells with PTEN tumor suppressor deletion; HCT116 PTEN-null viability, CellTiter-Glo, 60 h; stronger effect = lower value; viability, % at 10 µM; actives 1.2% (n = 140,000);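 active = viability at or below a set limit, 4 SD under the median of all tested compounds, cut at about 3.7% in these data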;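 also: PTEN knockout HCT116 line with beta catenin targeted HCT116 as companion control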
Measles CPE – protection of cells from measles virus; Measles virus-infected cells, CPE protection, absorbance; protection (pct of control), % at 4 µM; AID 841; actives 1.5% (n = 140,000); in the data active = protection mostly above about 24%, no sharp cut-off; inactive = mostly below about 26%; also: some compounds called inactive have numbers as strong as hits
Phagocytosis inh – macrophage phagocytosis inhibition; J774A.1 macrophage IgG-bead phagocytosis, imaging; inhibition, % at 5 µM; actives 0.07% (n = 110,000); AID 1029;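 active = inhibition above the mean of the plate negative controls plus 5 SD, cut at about 13% in these data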;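 also: phagocytic index as fraction of beads internalized from green versus red external bead signal; plate controls were DMSO negative control for no effect and cytochalasin-D positive control for full effect; some results beyond the cut were filed as inactive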
NPY Y2 blocker – antagonists of human neuropeptide Y receptor Y2; P49146; NPY-Y2 expressing cells, antagonist mode; inhibition, % at 2.7 µM; actives 0.99% (n = 140,000); in the data active = inhibition above about 17%;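 also: 0% = vehicle with agonist challenge and 100% = reference antagonist with challenge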
Target sequence (P49146 whole entry, looked up): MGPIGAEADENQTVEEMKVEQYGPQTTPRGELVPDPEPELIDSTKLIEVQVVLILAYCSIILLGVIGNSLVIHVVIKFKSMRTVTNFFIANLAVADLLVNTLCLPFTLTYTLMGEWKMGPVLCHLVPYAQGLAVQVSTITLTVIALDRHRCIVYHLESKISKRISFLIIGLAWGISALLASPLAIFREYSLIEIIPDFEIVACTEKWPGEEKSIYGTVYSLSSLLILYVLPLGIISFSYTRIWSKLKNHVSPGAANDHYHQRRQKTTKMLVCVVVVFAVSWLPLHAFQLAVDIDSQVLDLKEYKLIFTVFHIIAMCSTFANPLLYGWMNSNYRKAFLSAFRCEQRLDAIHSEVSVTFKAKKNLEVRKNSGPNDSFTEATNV
BB579 growth dn – yeast BB579 growth reduction in restrictive medium. S. cerevisiae BB579 growth, OD615, 48 h. inhibition, % at 10 µM. actives 0.51% (n = 140,000). AID 804;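 active = inhibition above a set limit, 3 SD over the mean compound inhibition, cut at about 44% in these data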; also: inactives centre near -24
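System: Saccharomyces cerevisiae DeaD strain BB579, replicative lifespan model yeast. Buffer or medium: restrictive glucose-based CSMM-D medium. Doses: one dose, 10 µM compound with 0.25% DMSO. Timing: 4 h preincubation and 48 h exposure at 30 °C. Detection: turbidity as optical density at 615 nm. Benchmarks: amphotericin B 10 µg/mL, positive.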
Numbers without * were called inactive; . = no result given.

SMILES	HCT116 bCat-KO	E-sel TNF inh	Yeast life ext	GALR2 blocker	MRP1 act	HCT116 PTEN-null	Measles CPE	Phagocytosis inh	NPY Y2 blocker	BB579 growth dn
CCCCc1ccc(NC(=O)C2CCCO2)cc1 (centres undefined)	108.0	-10.9	-16.9	8.9	2.1	108.7	11.6	-0.4	1.6	-21.7
c1ccc2nc(-c3ccncc3)ccc2c1	95.3	26.6	-10.9	-4.3	0.5	90.0	13.4	.	-1.3	-3.2
COc1ccc(/C=C/C(=O)c2cc(Br)ccc2OC(=O)c2ccco2)cc1OC	11.1	31.7	2.1	7.1	-4.9	12.2	7.7	4.4	2.2	-25.5
CCc1ccc(OCC(O)CNC(C)(C)C)cc1 (centres undefined)	78.1	3.6	6.4	11.0	-0.1	84.8	10.3	-0.2	4.0	-38.4
Cc1occc1C(=O)N/N=C/c1c[nH]c2ccccc12	85.8	-14.3	-23.6	21.5	-5.3	82.4	18.1	.	-0.9	-8.4
O=C1[C@@H]2CSCN2C(=O)CN1CCc1cccc(F)c1	103.8	2.4	-13.8	0.4	-0.1	96.3	14.3	-0.2	0.9	-31.7
CCC(C)NC(=O)CSC1=Nc2ccccc2C2=NC(CCC(=O)NCc3ccco3)C(=O)N12 (centres undefined)	97.1	7.6	-10.6	2.8	-0.8	88.6	8.1	.	1.1	-30.5
CNc1cc(C)nc(-n2nc(C)cc2C)n1	87.1	49.2	0.0	5.9	0.9	93.3	4.7	-5.1	-1.1	-4.2
COCCCn1c(SCC(=O)Nc2nc3ccccc3s2)nnc1-c1ccoc1C	89.8	-4.9	.	-4.9	-2.9	81.3	25.5	.	2.2	-30.8
Cc1cc(C)cc(NC(=S)Nc2ccccn2)c1	84.9	.	-5.4	20.2	-2.4	81.3	9.9	.	1.8	-13.9
CCc1ccc(NC(=O)C(C)OC(=O)c2ccc(NS(=O)(=O)c3ccc(C)c([N+](=O)[O-])c3)cc2)cc1 (centres undefined)	66.7	-32.1	1.0	11.4	-1.9	68.0	1.0	-3.0	-3.2	-17.3
Cc1ccc(NC(=O)/C=C/c2ccc3c(c2)OCO3)nc1	93.0	.	-5.5	5.8	-1.5	80.5	-1.0	.	3.0	-1.0

Limited to Yeast life ext (two entries from above):
structure | Yeast life ext
CCc1ccc(NC(=O)C(C)OC(=O)c2ccc(NS(=O)(=O)c3ccc(C)c([N+](=O)[O-])c3)cc2)cc1 (centres undefined) | 1.0
CCCCc1ccc(NC(=O)C2CCCO2)cc1 (centres undefined) | -16.9

Remaining list, next part
SMILES	HCT116 bCat-KO	E-sel TNF inh	Yeast life ext	GALR2 blocker	MRP1 act	HCT116 PTEN-null	Measles CPE	Phagocytosis inh	NPY Y2 blocker	BB579 growth dn
COc1ccc(/C=C/C(=O)Nc2ccc3c(c2)CCC3)cc1OC	77.6	-39.0	-6.3	1.6	4.5	67.7	2.1	-7.5	1.5	-56.1
COc1cccc(-c2nnc(NC(=O)c3ccc4ncsc4c3)o2)c1	21.8	16.8	-4.8	4.3	-3.5	24.6	14.7	-1.0	4.1	-11.9
Fc1ccc(CSc2nncn2NCc2ccccc2)cc1	90.8	-27.3	.	9.5	-1.5	103.8	0.7	.	-1.3	-2.5
CC(C)CNC(=O)c1cc(-c2ccc(Cl)c(Cl)c2)on1	85.6	.	-4.6	5.5	1.5	91.2	7.6	-1.7	5.1	2.1
Cc1ccc(S(=O)(=O)CCC(=O)Nc2ccc3nc(C)sc3c2)cc1	82.8	-17.6	-3.6	2.4	-2.7	80.6	12.6	.	4.1	-10.1
CN(C)S(=O)(=O)c1ccc(C(=O)Nc2nc(-c3cc4ccccc4o3)cs2)cc1	48.8	.	28.0*	25.7	1.7	54.6	9.4	.	4.5	-56.5
CCOC(=O)CSc1[nH]c(=O)cc(C)c1C#N	88.3	4.2	9.2	-3.6	-1.2	97.2	1.2	-1.7	3.0	-29.0
CCC(CO)n1cnnc1-c1ccncc1 (centres undefined)	87.5	.	-11.0	-2.2	-1.6	91.1	30.2	-0.4	0.7	-33.7
Cc1ccc(CSc2nnc(-c3ccco3)o2)cc1	100.8	28.9	-9.9	6.2	-0.3	102.7	10.9	0.3	8.1	-11.9
O=C(CSc1nnnn1-c1ccc(Cl)cc1)NC(=O)Nc1ccc2c(c1)OCCO2	94.2	-12.4	-5.0	-1.9	-3.6	89.9	28.6	.	20.2*	-25.9
COc1cccc(C2NC(=O)NC(C)=C2C(=O)Nc2ccccc2C)c1 (centres undefined)	101.2	-3.0	-6.8	2.3	-2.4	92.7	9.7	-0.4	0.4	-43.5
CCOC(=O)N1CCN(C(=O)Nc2sc3nc4n(c(=O)c3c2C)CCC(C)CC4)CC1 (centres undefined)	81.8	4.7	-5.9	-7.7	-4.6	69.5	3.0	-0.3	0.1	-15.9
COc1ccc(N2CCN(Cc3nc4c(c(=O)n(C)c(=O)n4C)n3CC(C)=O)CC2)cc1	82.6	-6.8	-10.5	1.7	-1.5	91.3	9.6	.	3.9	-34.2
O=C(CSc1nnc(CN2CCOCC2)n1-c1ccccc1)N1CCc2ccccc21	85.2	-8.4	-3.7	6.3	-2.3	100.7	8.1	-4.0	2.1	-20.5
CCOC(=O)C1CCCN(C(=O)CCC(=O)Nc2ccc3nc(N4CCOCC4)cc(C)c3c2)C1 (centres undefined)	83.6	.	-16.6	0.8	-2.2	101.5	4.1	-0.1	0.8	14.6
COc1ccc([N+](=O)[O-])cc1NC(=S)NC(NC(=O)C(c1ccccc1)c1ccccc1)C(Cl)(Cl)Cl (centres undefined)	6.1	-15.0	-8.3	-1.1	-1.5	6.2	77.3*	-1.3	0.9	-52.5
Cc1ccc(C)c2nc3sc(C(=O)N4CCCc5ccccc54)c(N)c3cc12	64.1	22.3	2.7	8.7	0.2	76.0	20.9	.	0.6	-68.0
CC1CC(C)CN(c2ncnc3c2cnn3-c2ccc(Cl)cc2)C1 (centres undefined)	92.2	23.1	-4.5	-4.3	1.9	100.4	5.4	.	3.9	-31.0
O=C(Nc1nnc(C2COc3ccccc3O2)o1)c1ccc(F)cc1 (centres undefined)	19.2	0.0	3.2	6.4	-0.5	15.5	10.5	-11.6	7.9	-23.6
CCCc1nc2oc3cc(OC)ccc3c(=O)c2c(=O)n1Cc1ccco1	86.7	9.3	15.7	0.1	-3.3	94.6	14.6	-0.1	2.8	-10.4
CCOC(=O)c1c(CN(CC)CC)oc2ccc(OC)cc12	74.6	-15.2	.	0.0	-0.9	87.0	6.8	.	3.0	-26.2
CCOC(=O)c1c(C)[nH]c(C(=O)OCCOc2ccccc2C)c1C	78.1	67.2*	-0.7	-20.8	2.0	78.1	4.3	-10.8	10.9	-38.5
CCn1c(NCc2ccccn2)nc2ccccc21	94.9	19.7	.	-1.0	-2.8	101.3	4.0	.	-0.7	-36.2
COc1cc(NC(=O)Cn2c(C)cc3ccccc3c2=O)cc(OC)c1OC	97.7	-7.0	-5.3	0.0	-0.5	87.3	5.3	1.2	2.4	-32.0
CN1CCN(C(=O)c2cc3c(s2)-c2ccccc2S(=O)(=O)C3)CC1	93.8	-12.1	-5.3	11.7	-2.7	103.8	17.0	-0.6	2.3	-1.5
CCn1cc(Br)c(-c2nc3ccccc3c(=O)n2N)n1	89.2	0.0	-12.7	11.6	0.5	86.4	15.1	-2.1	-0.6	8.1
Cc1cc(=O)[nH]c(N/N=C/c2sccc2C)n1	86.8	.	0.5	-1.1	-3.8	88.0	6.7	-2.5	2.2	-16.1
CCOc1ccc(-c2nnn(CC(=O)NCc3ccc(OC)cc3)n2)cc1OCC	10.9	.	-7.8	-1.5	-2.6	24.5	2.8	-0.9	-0.6	-50.5
O=C(NCCc1ccccc1)c1ccc2c(c1)N(Cc1ccccc1)C(=O)CS2=O (centres undefined)	97.7	-21.0	0.0	6.0	1.1	102.0	10.7	-0.1	3.1	-10.1
CC1(C)CC(=O)c2cc(C(=O)Nn3cnnc3)c(=O)n(-c3ccccc3)c2C1	100.9	.	6.3	-2.0	-0.1	102.6	15.0	0.3	2.4	-73.9
COc1ccc(-c2cc(C(F)(F)F)nc(N3CCOCC3)n2)cc1OC	78.6	.	-9.5	-4.4	-0.2	83.5	14.5	.	5.1	14.6
COc1ccccc1CNC(=O)c1ccc(-c2ccccc2C(F)(F)F)o1	88.7	-1.1	-5.1	8.8	-1.3	78.7	31.6	.	8.0	-34.5
CCOC(=O)c1ccc2c(c1)N(CC(=O)N1CCCCC1)C(=O)C(C)(C)O2	88.3	13.6	.	5.8	-3.6	95.5	2.5	.	2.6	-14.6
Cc1cc(O)c(C2=Nc3ccccc3SC(c3ccc(Cl)cc3)C2)c(=O)o1 (centres undefined)	40.0	4.8	-3.4	-4.5	-4.6	30.1	19.5	-4.7	1.1	-71.2
CC(C)NC(=O)CCS(=O)(=O)c1cccc2nonc12	97.5	-30.3	-1.5	-1.4	-1.3	106.0	21.0	-0.5	5.7	-50.6
O=C(N/N=C/C1=C(N2CCOCC2)C(=C\c2ccccc2)/CC1)Nc1ccccc1	46.8	.	1.0	-9.4	-5.5	47.7	9.2	-0.7	1.3	-17.4
O=C(Nc1ccc(Cl)cc1C(=O)NCc1cccnc1)c1ccc(Cl)cc1Cl	32.6	42.1	-2.3	0.0	-3.4	32.2	11.3	6.0	1.2	-16.0
CCOc1ccc2c3c(c(=O)oc2c1OCC)CCCC3	52.2	13.0	-33.3	7.1	-0.1	63.2	9.4	1.4	4.2	-12.2
Cc1cccc(C)c1NC(=S)Nc1c(C)n(C)n(-c2ccccc2)c1=O	97.6	.	-0.4	-3.0	-0.8	92.0	15.4	-16.7	0.0	-12.1
COc1ccc(C2C(C(=O)c3ccccc3)=C(C)Nc3nc4ccccc4n32)c(OC)c1 (centres undefined)	62.9	3.7	6.0	3.0	-1.0	53.2	17.9	.	1.2	-19.9
CCOC(=O)c1cc2sc(C)cc2n1CCCN1C(=O)c2ccccc2C1=O	77.5	9.6	-15.7	-1.7	-0.1	84.6	19.0	.	-1.7	-34.7

Exported with two lines to a compound: entries from further up
Values in the order: HCT116 bCat-KO, E-sel TNF inh, Yeast life ext, GALR2 blocker, MRP1 act, HCT116 PTEN-null, Measles CPE, Phagocytosis inh, NPY Y2 blocker, BB579 growth dn
Cc1cccc(C)c1NC(=S)Nc1c(C)n(C)n(-c2ccccc2)c1=O
    97.6, ., -0.4, -3.0, -0.8, 92.0, 15.4, -16.7, 0.0, -12.1
COc1ccc(C2C(C(=O)c3ccccc3)=C(C)Nc3nc4ccccc4n32)c(OC)c1 (centres undefined)
    62.9, 3.7, 6.0, 3.0, -1.0, 53.2, 17.9, ., 1.2, -19.9
CCOc1ccc2c3c(c(=O)oc2c1OCC)CCCC3
    52.2, 13.0, -33.3, 7.1, -0.1, 63.2, 9.4, 1.4, 4.2, -12.2

Screening results as filed in PubChem.
